NTR1 ag – agonists of NTR1, primary screen, imaging, U2OS cells, beta-arrestin-GFP, high content (AID 493036). Neurotensin receptor type 1 (Homo sapiens), P30989. NTR1-U2OS beta-arrestin-GFP spot imaging, agonist mode. activation, % at 20 µM. actives 0.17% (n = 330,000);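 active means activation at or above 40% of the spot to cytoplasm intensity ratio, with at least 20 cells analyzed; inconclusive means wells under 20 cells, flagged as cytotoxic or low count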;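 further: 0% = DMSO without peptide and 100% = 100 nM NTR1 peptide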
Target sequence (P30989 whole entry, looked up): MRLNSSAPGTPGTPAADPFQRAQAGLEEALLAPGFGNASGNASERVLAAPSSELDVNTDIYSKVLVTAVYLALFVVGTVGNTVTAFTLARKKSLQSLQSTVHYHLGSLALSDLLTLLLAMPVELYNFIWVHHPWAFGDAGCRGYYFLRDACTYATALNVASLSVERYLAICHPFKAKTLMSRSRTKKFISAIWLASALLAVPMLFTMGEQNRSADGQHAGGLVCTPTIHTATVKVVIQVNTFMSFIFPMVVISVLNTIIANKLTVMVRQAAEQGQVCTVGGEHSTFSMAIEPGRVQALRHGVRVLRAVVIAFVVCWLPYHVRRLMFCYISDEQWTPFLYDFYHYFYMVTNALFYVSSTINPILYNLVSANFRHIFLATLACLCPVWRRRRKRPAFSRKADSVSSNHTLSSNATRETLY
KOR beta-arrestin-1 – KOR antagonists, beta-arrestin recruitment, cell-based, luminescence, uHTS (AID 1778) | KOR beta-arrestin recruitment, luminescence, antagonist mode; higher % means a stronger effect | actives 0.091% (n = 290,000) | Kappa-type opioid receptor (Homo sapiens) | inhibition, % at 10 µM, or IC50 in µM where a hit was titrated; in the data active means inhibition above about 50%; further: strong numbers were not always called active
GPR35 antagonists – GPR35 antagonists blocking zaprinast-driven arrestin recruitment, primary screen, imaging, U2OS, beta-arrestin-GFP, zaprinast agonist (AID 2058); one-dose inhibition, % at 10 µM; IC50 in µM for titrated hits; G-protein coupled receptor 35 (Homo sapiens); actives 0.052% (n = 290,000); U2OS GPR35 beta-arrestin-GFP translocation imaging, zaprinast antagonism; higher % means a stronger effect;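 active means inhibition of at least 50% with at least 30 cells and total cytoplasm GFP at most 10,000,000; inconclusive means under 30 cells or total GFP of 10,000,000 plus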
GPR55 activation – GPR55 agonists via beta-arrestin recruitment, primary screen, imaging, U2OS cells, beta-arrestin-GFP redistribution (AID 1961); activation, % at 10 µM; hits with a dose series show EC50 in µM; U2OS GPR55 beta-arrestin-GFP redistribution imaging; higher % means a stronger effect; actives 0.048% (n = 290,000);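 active means activation above 40% with more than 50 cells counted in the well; inconclusive means wells holding fewer than 50 cells, flagged as toxic or sparse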;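 further: U2OS osteosarcoma cells stably expressing GPR55 and beta-arrestin-GFP; plate controls were DMSO negative control for no effect and LPI positive control for full effect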
GPR55 antagonists – GPR55 antagonists blocking LPI-driven arrestin recruitment, primary screen, imaging, U2OS, beta-arrestin-GFP, LPI agonist (AID 2013). inhibition, % at 10 µM; hits with a dose series show IC50 in µM. U2OS GPR55 beta-arrestin-GFP translocation imaging, LPI antagonism; higher % means a stronger effect. G-protein coupled receptor 55 (Homo sapiens). actives 0.13% (n = 290,000);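 active means spots per cell inhibited over 60%, with over 100 cells counted and total cytoplasm intensity under 500,000; inconclusive means wells with under 100 cells, flagged as likely toxic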;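 further: U2OS cells stably carrying GPR55 and arrestin-GFP stimulated by 5 µM LPI near EC80; imaged beta-arrestin-GFP aggregate spots per cell after agonist stimulation; plate controls were LPI-stimulated DMSO wells for no effect and DMSO wells without LPI for full effect; some results filed as inactive read as strong as hits; confirmed hits need IC50 under 10 µM and bright autofluorescent wells are also inconclusive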
West Nile virus CPE – West Nile virus antiviral activity, cell-based, CPE readout (AID 1621); West Nile virus-infected cells, CPE inhibition; higher % means a stronger effect; CPE inhibition, % at 10 µM; hits with a dose series show IC50 in µM; actives 0.02% (n = 290,000); in the data active means a potency from the dose series; inconclusive means CPE inhibition mostly from about 3.7% at the one dose, without a potency; inactive means the rest, 99 in 100 with CPE inhibition below about 2.2%; further: strong numbers were not always called active
KOR beta-arrestin-2 – KOR agonists, beta-arrestin recruitment, primary screen, cell-based, luminescence, uHTS (AID 1777) | activation, % at 10 µM, or EC50 in µM where a hit was titrated | Kappa-type opioid receptor (Homo sapiens) | actives 0.02% (n = 280,000) | KOR beta-arrestin recruitment, luminescence; higher % means a stronger effect; in the data active means activation above about 50%, passing the limit was not always enough; further: a part of the inactive calls stands beside numbers as strong as those of hits
PhoP inhibition – inhibitors of PhoP regulon expression, primary screen, Salmonella Typhimurium, GFP reporter (AID 1863). S. Typhimurium PhoP-regulated promoter GFP reporter, 4 h; higher % means a stronger effect. inhibition, % at 50 µM; hits with a dose series show IC50 in µM. actives 0.16% (n = 300,000);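 active means inhibition over 29.93%, a cutoff 3 SD above the screen mean, later confirmed by dose response; inconclusive means inhibition over 29.93% but no dose response follow-up; inactive means inhibition at most 29.93% or unconfirmed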;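 further: 0% = low Mg2+ inducing control and 100% = high Mg2+ repressing control; strong numbers were not always called active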
T cell HTS – modulators of CD8 T cell-vesicle binding, primary screen, mouse 2C CD8+ T cells, flow cytometry; 2C CD8+ T cell-vesicle binding; stronger effect = lower value; calls only at 7 µM; actives 0.068% (n = 330,000); AID 2052, 2009;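 active means response, share of CD8 T cells binding vesicles, and their 90th percentile fluorescence all below set limits, cut at about 80% in these data, passing the limit was not always enough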
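Read-out – percent CD8+ FL2 mean versus row control · System – murine 2C transgenic CD8+ T lymphocytes · Times – 1.5 h cell–vesicle binding at 37 °C, then 20 min icy labelling · Control set – naked vesicles low, QL9 vesicles with vehicle high · Detection – cytometric PE anti-B7-1 and Alexa647 anti-CD8 signals after 1% paraformaldehyde fixation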
T cell HTS vesicle-bound % – second read-out of T cell HTS, no call of its own (marks repeat the call); double positive events, %; measured here: CD8+ vesicle-bound cell fraction;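 binding gate set so that unloaded-vesicle control wells show 10% double positive cells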
NTR1 ag cell count 20 µM – recorded beside NTR1 ag, whose call it bears; cell count; measured here: cell count, cytotoxicity flag
Starred values were filed as active, the others as inactive; i = inactive; ? = inconclusive; nt = no result given; [ ] = dose if it differs, or a comment. Compounds as they come, and some 0.62% of all compounds hit somewhere here.

SMILES | NTR1 ag | NTR1 ag cell count 20 µM | KOR beta-arrestin-1 | GPR35 antagonists | GPR55 activation | GPR55 antagonists | West Nile virus CPE | KOR beta-arrestin-2 | PhoP inhibition | T cell HTS | T cell HTS vesicle-bound %
Cc1cccc(C2c3[nH]c4ccccc4c3CCN2C(=O)c2ocnc2C)n1 (stereo unspecified) | 0.7 | 88 | 10%[20 µM] | -2% | -0.1% | 5% | -0.8% | nt | 2% | i | 33
Fc1ccc(C(c2nnnn2C2CCCCC2)N2CCCC2)cc1 (stereo unspecified) | -0.8 | 54 | -15%[20 µM] | -17% | -0.1% | 16% | -0.6% | 9.0% | 2% | i | 37
O=C(Cc1ccccc1)NNc1c2ccccc2nc2ccccc12 | 5.9 | 43 | -5% | 4% | -0.1% | 0% | ? | -2.3% | -9% | i | 18
Cc1ccc(-n2nc3c(=O)n(CC(=O)NCCc4ccccc4C)nc(C)c3c2C)cc1 | 4.7 | 50 | -13% | 5% | -0.2% | -12% | -0.6% | 10% | 3% | i | 48
CCOC(=O)c1sc(=S)n(CC)c1NC(=O)C1CC1 | 1.7 | 44 | 8% | -3% | 0.3% | 23% | 1.4% | -3.3% | -5% | i | 55
O=C(CSc1nnnn1C1CCCC1)N1CCOCC1 | -1.0 | 28 | -21%[20 µM] | 9% | -0.1% | -1% | 0.1% | -7.4% | 3% | i | 41
Cc1c(C2OC(=O)C3(CCCCC3)C(=O)C2(C)C)c(=O)n(-c2ccccc2)n1C (stereo unspecified) | 0.3 | 95 | 13% | -12% | 0.7% | -3% | -0.5% | 22% | -3% | i | 39
O=C(C/C=N/OCc1ccc(Cl)cc1Cl)c1ccc(Cl)cc1 | 1.6 | 78 | -22% | -6% | -0.1% | 9% | -0.3% | 4.8% | -9% | i | 49
CC(C)c1nc(CNC(=O)CC2C(=O)NCCN2Cc2ccc(F)cc2Cl)cs1 (stereo unspecified) | 1.7 | 49 | -10% | 10% | -0.1% | 14% | -0.4% | 3.9% | -2% | i | 15
Cc1ccc(-n2nnnc2SCC(=O)Nc2cccnc2Cl)cc1 | 1.1 | 46 | 2% | 6% | 0.0% | 3% | -0.7% | -2.5% | -1% | i | 35
COc1ccccc1OCCCC(=O)Nc1ccc(N2CCOCC2)cc1 | -0.3 | 40 | -27% | 1% | -0.2% | 7% | -0.2% | 3.9% | 2% | i | 50
CCO[C@@H]1OC(C(=O)Nc2ccccc2)=C[C@H](c2csc3ccccc23)[C@H]1CCCO | 11 | 63 | -4% | -6% | 0.6% | 7% | -0.1% | 2.7% | 4% | i | 40
COc1cccc(CN2CC(C(=O)NCCCc3ccncc3)CCC2=O)c1 (stereo unspecified) | -0.7 | 73 | -1% | 4% | 0.3% | 6% | 0.2% | -2.4% | 3% | i | 64
Cc1ccc(NC(=O)C(C)c2ccc(-c3ccccc3)c(F)c2)cc1 (stereo unspecified) | 2.1 | 49 | -33% | 0% | 0.0% | -10% | 0.4% | 1.2% | -3% | i | 26
CCOc1nc(NC2CCCCC2)nc(NC(C)(C)C)n1 | 2.9 | 55 | 2% | 0% | 0.2% | 0% | -0.6% | 1.3% | 7% | i | 36

Five of the compounds above, in CSV form.
structure,NTR1 ag,NTR1 ag cell count 20 µM,KOR beta-arrestin-1,GPR35 antagonists,GPR55 activation,GPR55 antagonists,West Nile virus CPE,KOR beta-arrestin-2,PhoP inhibition,T cell HTS,T cell HTS vesicle-bound %
Cc1cccc(C2c3[nH]c4ccccc4c3CCN2C(=O)c2ocnc2C)n1 (stereo unspecified),0.7,88,10%[20 µM],-2%,-0.1%,5%,-0.8%,nt,2%,i,33
CCO[C@@H]1OC(C(=O)Nc2ccccc2)=C[C@H](c2csc3ccccc23)[C@H]1CCCO,11,63,-4%,-6%,0.6%,7%,-0.1%,2.7%,4%,i,40
CC(C)c1nc(CNC(=O)CC2C(=O)NCCN2Cc2ccc(F)cc2Cl)cs1 (stereo unspecified),1.7,49,-10%,10%,-0.1%,14%,-0.4%,3.9%,-2%,i,15
CCOC(=O)c1sc(=S)n(CC)c1NC(=O)C1CC1,1.7,44,8%,-3%,0.3%,23%,1.4%,-3.3%,-5%,i,55
Fc1ccc(C(c2nnnn2C2CCCCC2)N2CCCC2)cc1 (stereo unspecified),-0.8,54,-15%[20 µM],-17%,-0.1%,16%,-0.6%,9.0%,2%,i,37

Later entries:
SMILES | NTR1 ag | NTR1 ag cell count 20 µM | KOR beta-arrestin-1 | GPR35 antagonists | GPR55 activation | GPR55 antagonists | West Nile virus CPE | KOR beta-arrestin-2 | PhoP inhibition | T cell HTS | T cell HTS vesicle-bound %
CCn1c(-c2ccco2)n[nH]c1=S | -0.9 | 54 | 20% | 0% | -0.2% | 8% | 0.7% | -4.0% | 0% | i | 55
CCOC(=O)C1=C(C)NC(=O)NC1/C(C)=C/c1ccccc1 (stereo unspecified) | 0.0 | 85 | 21% | 12% | -0.1% | 9% | 0.5% | -0.6% | -1% | i | 64
CC(Nc1c([N+](=O)[O-])c(=O)oc2ccccc12)c1ccccc1 (stereo unspecified) | -1.0 | 68 | 23% | -1% | 0.0% | 10% | -0.3% | -4.6% | -6% | i | 32
COC(=O)C(Cc1ccccc1)NC(=O)c1cccc(S(=O)(=O)N(C)C)c1 (stereo unspecified) | -0.6 | 56 | 4% | 11% | 0.0% | 11% | 1.1% | -3.4% | -8% | i | 53
O=C(Nc1ccon1)c1ccc(Br)o1 | -0.6 | 52 | -18% | 12% | -0.2% | -8% | -0.4% | -4.5% | -1% | i | 50
Cc1ccc(C)n1-c1ccc(C(=O)NCc2ccncc2)cc1 | 2.1 | 45 | 0% | -7% | -0.4% | -7% | -1.0% | -1.8% | -4% | i | 23
Fc1ccccc1OCCSc1nnnn1-c1ccccc1 | 1.3 | 60 | -26% | -4% | -0.1% | -6% | -0.4% | 1.0% | 0% | i | 16
COc1cc(NC(=O)CCn2c(=O)oc3ccccc32)cc(OC)c1OC | 11 | 45 | -8% | -9% | -0.1% | -9% | -0.1% | 0.0% | -5% | i | 36
COc1ccc(NC(=O)[C@@H](NC(=O)N2C[C@H]3C[C@@H](C2)c2cccc(=O)n2C3)C(C)C)cc1OC | 7.5 | 84 | -53%[20 µM] | -1% | -0.1% | -3% | 0.1% | -3.9% | 13% | i | 27
CC1=NN(CCC#N)C(=O)/C1=C/c1ccc(N(C)C)cc1 | -1.6 | 59 | 6% | 1% | -0.2% | 15% | -0.5% | -8.6% | 5% | i | 54
COc1ccc(NC(C)C(=O)N/N=C/c2cc(Br)ccc2OC)cc1 (stereo unspecified) | 1.3 | 54 | -31% | 5% | 0.7% | -24% | 0.9% | 1.2% | 2% | i | 43
CN(Cc1ccccc1)S(=O)(=O)c1ccc(OCC(=O)N2CCOCC2)cc1 | -0.6 | 60 | -30% | 7% | -0.1% | 2% | 0.4% | 4.6% | -1% | i | 36
Cc1occc1C(=O)N1CCN(S(C)(=O)=O)CC1 | 2.2 | 67 | 1% | -2% | 0.5% | 3% | -0.4% | -0.8% | -4% | i | 18
Cc1cc(C)nc(N(C#N)Cc2cccc([N+](=O)[O-])c2)n1 | -0.5 | 74 | 20% | 10% | 0.3% | 2% | -1.0% | -2.3% | -9% | i | 47
COc1ccc([C@@H]2[C@@H]3C(=O)N(C(C)(C)C)C(=O)[C@@H]3[C@]3(C)C(=O)N(c4ccc(C)cc4)C(=O)N23)cc1 | 16 | 108 | -20%[20 µM] | 10% | -0.2% | -2% | -1.6% | 6.1% | 2% | i | 20
COc1nc(N2CCOCC2)nc(C)c1[N+](=O)[O-] | 0.7 | 59 | -24% | nt | 0.1% | 6% | -0.3% | -0.8% | 0% | i | 50
COc1ccc(NC(=O)CN2CCN(Cc3ccc4c(c3)OCO4)CC2)cc1OC | 0.9 | 71 | -7% | 16% | -0.1% | 11% | -0.3% | -4.6% | 2% | i | 25
Cc1cccnc1NC(=O)c1ccc(Cl)c(S(=O)(=O)N2CCCC2)c1 | -0.5 | 65 | -32% | -6% | 0.2% | 4% | -0.2% | -2.4% | -4% | i | 64
Cc1oc(C(C)(C)C)cc1C(=O)N1CCCC1C(=O)O (stereo unspecified) | 0.4 | 86 | 34% | -2% | -0.3% | -8% | 0.4% | 4.2% | 0% | i | 54
CC(C)[C@H](NC(=O)Nc1cccc(C(F)(F)F)c1)C(=O)O | 1.1 | 29 | 2% | 1% | 0.3% | 9% | 0.1% | 5.1% | -23% | i | 42
CCOC(=O)/C(=N\Nc1ccccc1)P(=O)(c1ccccc1)c1ccccc1 | 2.5 | 47 | 45% | 1% | 0.2% | 9% | -0.7% | 4.3% | -3% | i | 7
COC1(OC)N=C(NC(=O)Nc2ccccc2)C2(C#N)C(c3ccccc3)C12C#N (stereo unspecified) | 0.0 | 51 | 8% | 12% | 0.0% | 9% | 0.2% | -0.4% | -7% | i | 53
Cc1cc2cc(CNC(=O)C(C)Oc3ccccc3)ccc2n1C (stereo unspecified) | -0.8 | 57 | 31% | 6% | -0.1% | -12% | 0.8% | -1.8% | -2% | i | 20
CCCCS(=O)CC(COc1ccc(Cl)cc1)OC(=O)c1ccccc1 (stereo unspecified) | -0.3 | 49 | 1% | -8% | -0.2% | -9% | -0.3% | -1.0% | 5% | i | 41
CC(C)CCn1cnc2c(sc3nc4c(cc32)CSC(C)(C)C4)c1=O | 1.3 | 54 | 4% | -8% | -0.1% | 9% | -0.5% | -0.2% | 1% | i | 42
CC1(C)CC(=O)C=C(NCCc2c[nH]c3ccccc23)C1 | -1.3 | 50 | 29% | -6% | 0.2% | 8% | -0.5% | -6.3% | -6% | i | 50
COc1ccc(/C=C(\C#N)C(=O)N=CN(C)C)cc1 | -0.7 | 67 | 14% | -4% | 0.6% | -4% | 0.2% | 0.6% | 7% | i | 53

From PubChem BioAssay
